Assay outcomes deposited in PubChem BioAssay by Johns Hopkins Ion Channel Center.
TRPC4 block: inhibitors of mouse TRPC4 channel. AID 2247. Q9QUQ5. B-score at 10 µM. HEK293 TRPC4beta/mu-opioid, DAMGO-evoked Fluo4 calcium flux; hits give low values. actives 0.39% (n = 300,000);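 active = B-score over 3 SD under the library average, no early fluorescence shift, positive overall ratio signal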
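Signal: kinetic Fluo4 fluorescence imaging of calcium influx. Material: stable TRPC4beta/mu-opioid receptor HEK293 cells. Probe or stimulus: DAMGO in two steps, submaximal then maximal.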
MrgX1 antag: human MrgX1 receptor antagonism, primary screen; Q96LB2; B-score at 10 µM; MRGX1-HEK293 calcium flux, Fluo-4, BAM8-22 antagonism; hits give low values; actives 1.3% (n = 310,000);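 active = calcium-response B-score plate-corrected more than 3 library SD below zero, starting fluorescence within 5 deviations, no agonist response on first addition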;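 also: peak minus trough fluorescence over baseline after final BAM8-22 challenge near maximal dose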
TRPC4 agonist: TRPC4 (mouse) channel activation | actives 0.49% (n = 310,000) | B-score at 10 µM | HEK293 TRPC4beta/mu-opioid, Fluo4 calcium fluorescence; hits give high values;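 active = B-score above 5 SD of library B-scores, and initial fluorescence ratio not above library mean plus 5 SD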;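 also: positive B-score marks a calcium rise read as TRPC4 activation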
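Incubation: 45 min room-temperature Fluo4 loading, 110 s read / System: HEK293 cells stably co-expressing mouse TRPC4beta and mu-opioid receptor / Signal: Fluo4 fluorescence, kinetic / Control set: buffer (low) and maximal DAMGO (high) / Measure: integrated baseline-normalised fluorescence ratio, converted to per-well B score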
ANO1 activ: activators or potentiators of mouse TMEM16A chloride channel. HEK293 TMEM16A/YFP-H148Q/I152L, iodide quench fluorescence; hits give low values. B-score at 10 µM. actives 0.3% (n = 340,000). AID 623877;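 active = fluorescence-ratio B-score plate-corrected deviation score at least 3 library SD below zero, with starting fluorescence score within 5 deviations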;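 also: channel opened by trigger with iodide after compound preincubation; score built on the fluorescence ratio of max minus min over baseline; more negative score means more quench and so TMEM16A activation or potentiation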
TRPC6 act: activators of mouse TRPC6 channel; HEK293-TRPC6 membrane potential dye fluorescence; hits give high values; actives 0.13% (n = 310,000); B-score at 10 µM; Q61143;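 active = B-score of the integrated fluorescence ratio above library mean plus 3 SD, and starting fluorescence ratio within library mean plus 5 SD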;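 also: higher score means more depolarization so channel activation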
Target sequence (Q61143 whole entry, looked up): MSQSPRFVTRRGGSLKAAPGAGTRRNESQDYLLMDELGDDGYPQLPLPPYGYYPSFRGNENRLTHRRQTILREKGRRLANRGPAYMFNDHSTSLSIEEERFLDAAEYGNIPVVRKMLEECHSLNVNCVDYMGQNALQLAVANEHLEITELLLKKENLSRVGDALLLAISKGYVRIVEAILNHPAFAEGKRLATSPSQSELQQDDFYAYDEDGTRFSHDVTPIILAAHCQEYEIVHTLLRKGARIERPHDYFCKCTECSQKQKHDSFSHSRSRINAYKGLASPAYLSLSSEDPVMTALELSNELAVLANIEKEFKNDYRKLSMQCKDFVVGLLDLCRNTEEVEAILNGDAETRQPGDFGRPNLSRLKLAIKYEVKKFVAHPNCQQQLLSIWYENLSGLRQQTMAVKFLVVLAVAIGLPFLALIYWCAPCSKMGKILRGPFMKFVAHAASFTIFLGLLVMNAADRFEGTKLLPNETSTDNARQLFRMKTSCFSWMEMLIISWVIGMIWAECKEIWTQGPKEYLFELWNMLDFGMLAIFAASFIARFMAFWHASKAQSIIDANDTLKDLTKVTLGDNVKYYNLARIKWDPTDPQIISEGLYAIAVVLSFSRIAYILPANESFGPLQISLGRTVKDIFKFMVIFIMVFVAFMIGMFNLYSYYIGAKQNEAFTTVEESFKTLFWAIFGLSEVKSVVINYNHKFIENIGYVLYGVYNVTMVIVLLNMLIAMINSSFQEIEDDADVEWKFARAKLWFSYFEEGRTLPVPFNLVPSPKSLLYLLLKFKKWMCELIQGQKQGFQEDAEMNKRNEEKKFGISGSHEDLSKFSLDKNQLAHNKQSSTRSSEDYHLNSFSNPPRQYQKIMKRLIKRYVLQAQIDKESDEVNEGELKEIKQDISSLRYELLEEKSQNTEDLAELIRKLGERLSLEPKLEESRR
TRPC6 inh: mouse TRPC6 channel inhibition | actives 1.1% (n = 310,000) | HEK293-TRPC6, membrane potential dye, ACh-evoked depolarization; hits give low values | B-score at 10 µM;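 active = B-score under library mean minus 3 SD, initial fluorescence not abnormally high, positive integrated signal ratio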;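 also: B-score derived from integrated fluorescence ratio over the kinetic read; more negative B-score means stronger inhibition of depolarization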
ANO1 block: blocks the mouse calcium-activated chloride channel TMEM16A; actives 1.2% (n = 310,000); HEK293 TMEM16A/YFP iodide influx fluorescence, ionomycin; normalized B-score (activity score, 25-100; higher = stronger inhibition) at 10 µM;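 active = ratio plate-corrected score three or more library SD toward inhibition, starting fluorescence score within five deviations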;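 also: score derived from kinetic fluorescence span divided by baseline fluorescence per well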
TRPC4 PAM: allosteric potentiators of mouse TRPC4 channel. HEK293 TRPC4beta/mu-opioid, DAMGO EC20, Fluo-4 Ca2+ flux; hits give high values. B-score at 10 µM. actives 0.42% (n = 310,000). AID 2227;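 active = B-score of calcium response area above 5 SD of library B-scores, with initial fluorescence ratio within 5 SD of library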;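 also: B-score of integrated fluorescence ratio over time as area under calcium response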
RGS4 block: human RGS4 inhibition. P49798. HEK293 M3R/RGS4 inducible, Fluo-4 calcium flux; hits give high values; triggered by carbachol at its EC20. B-score at 10 µM. actives 0.45% (n = 310,000);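 active = B-score, a plate-corrected calcium signal, over three deviations above library mean, with baseline fluorescence within five deviations of library mean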;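 also: RGS4 expression induced by doxycycline in cells with stable M3 receptor; B-score is computed from the integrated fluorescence ratio over baseline after carbachol; higher B-score means a larger calcium signal and so more RGS4 inhibition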
MrgX1 ag: agonists of human MrgX1 receptor; Q96LB2; MrgX1-HEK293 cells, Fluo-4 calcium fluorescence, agonist mode; hits give high values; B-score at 10 µM; actives 0.44% (n = 310,000);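 active = calcium response B-score plate-corrected fluorescence ratio at least 3 library SD, with starting fluorescence B-score inside 5 SD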
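Assay system: MrgX1-expressing HEK293 cells / Amount: fifteen thousand cells per well / Doses: test compound in the initial addition of three / Timing: cells plated overnight, dye loaded 0.5 h 37 °C, 0.5 h room temperature / Technique: kinetic calcium dye fluorescence, Fluo-4 NW / Control set: positive and negative controls per plate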
MrgX1 allo act: allosterically activates human MrgX1 receptor signaling | Q96LB2 | MrgX1-HEK293, Fluo-4 calcium flux, FDSS; hits give high values | B-score at 10 µM | actives 0.63% (n = 310,000);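 active = plate-corrected calcium response at least 3 library SD above typical, normal starting fluorescence, not activating the receptor alone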;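 also: compound read alongside a low EC10 to EC30 dose of BAM8-22 agonist; peak minus trough fluorescence over baseline measured at the second addition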
An asterisk follows results filed as active; i = inactive; . = not tested or not shown.

mol | TRPC6 act | TRPC4 PAM | TRPC4 agonist | ANO1 activ | MrgX1 allo act | MrgX1 antag | TRPC4 block | RGS4 block | ANO1 block | TRPC6 inh | MrgX1 ag
NCCCC(=O)N1c2ccccc2Sc2ccc(Cl)cc21 | i | i | i | i | i | i | i | i | i | -5.3* | i
O=c1[nH]c(Nc2ccccn2)cc2ccccc12 | i | i | i | i | i | i | i | i | i | i | i
CC(=O)c1ccc(S(=O)(=O)N(C)CC(=O)N2CCCCCC2)cc1 | i | i | i | i | i | i | i | i | i | i | i
CCN1CCN(C(=S)Nc2ccc(Cl)cc2)CC1 | i | i | i | i | i | i | i | i | i | i | i
Cc1cccc(C)c1NC(=O)COC(=O)c1nonc1N | i | i | i | i | i | i | i | i | i | i | i
CCOc1ccccc1NC(=O)C1CC(=O)n2ncnc2N1 (stereo not given) | i | i | i | i | i | i | i | i | i | i | i
Cn1c(CCN2CCCCC2)nc2cc(NC(=O)C3CCCCC3)ccc21 | i | i | i | i | i | i | i | i | i | i | i
O=C(C[n+]1cccc2ccccc21)c1ccc(Br)cc1 | i | i | i | i | i | i | i | i | i | i | i
CN(C)/C=C1\C(=O)N(c2ccc(Oc3ccccc3)cc2)CS1=O (stereo not given) | i | i | i | i | i | i | i | i | i | i | i
COc1ccc(Br)cc1S(=O)(=O)Nc1cccc(C)n1 | i | i | i | i | 12* | i | i | i | i | i | i
Cc1ccc(-c2cc(C(=O)Nc3ccc(S(=O)(=O)Nc4onc(C)c4C)cc3)[nH]n2)c(O)c1 | i | i | i | i | i | i | i | i | i | i | i
O=C(Cn1cnc([N+](=O)[O-])n1)N/N=C/c1ccc(O)cc1O | i | i | i | i | i | i | i | i | i | i | i
COc1ccccc1CNS(=O)(=O)c1ccc2c(c1)N(C(C)=O)CC(C)S2 (stereo not given) | i | i | i | i | i | i | i | i | i | i | i
Cc1ccc(N2CCN(C(=O)C3CCCN(c4ncnc5c4nc4n5CCCCC4)C3)CC2)c(C)c1 (stereo not given) | i | i | i | i | i | i | i | i | i | i | i
O=C(C1CCCN1C(=O)c1cccs1)N1CCN(Cc2ccc3c(c2)OCO3)CC1 (stereo not given) | i | i | i | i | i | i | i | i | i | i | i
O=C(Cn1c(-c2cscn2)nc2ccccc21)Nc1ccc2ccccc2c1 | i | i | i | i | i | i | i | i | i | i | i
CC1CCCN(S(=O)(=O)c2ccc(C(=O)Nc3nnc(-c4ccncc4)o3)cc2)C1 (stereo not given) | i | i | i | i | i | i | i | i | i | i | i
O=C(c1ccc(OC2CCN(Cc3cccc(OCCO)c3)CC2)cc1)N1CCCC1 | i | i | i | i | i | i | i | i | i | i | i
O=C(N/N=C/c1ccc([N+](=O)[O-])cc1)c1cccc(N2CCCC2=O)c1 | i | i | i | i | i | i | i | i | i | i | i
COc1ccc(CCC(=O)NCc2ccc3c(c2)OCO3)cc1 | i | i | i | i | i | i | i | i | i | i | i
Cc1ccc(NS(=O)(=O)c2ccc(F)cc2)nc1 | i | i | i | i | i | i | i | i | i | i | i
Cc1c(-c2ccc(Br)cc2)nc2ccccn12 | i | i | i | i | i | i | i | i | i | i | i
COc1cc(-c2noc(-c3ccco3)n2)cc(OC)c1OC | i | i | i | i | i | i | i | i | i | i | i
CC(OC(=O)C1CC1C)C(=O)Nc1ncc(Cl)cc1Cl (stereo not given) | i | i | i | i | i | i | i | i | i | i | i
COc1cc(/C=C2/CCc3ccccc3C2=O)cc(OC)c1OC | i | i | i | i | i | i | i | i | i | i | i

New compounds follow.
mol | TRPC6 act | TRPC4 PAM | TRPC4 agonist | ANO1 activ | MrgX1 allo act | MrgX1 antag | TRPC4 block | RGS4 block | ANO1 block | TRPC6 inh | MrgX1 ag
CCOC(=O)c1sc2nc(NC(=O)COc3ccccc3)sc2c1C | i | i | i | i | i | i | i | i | i | i | i
Cc1ccc(C(=O)COC(=O)C2CC(=O)N(c3nc(-c4ccccc4)cs3)C2)cc1 (stereo not given) | i | i | i | i | i | i | i | i | i | i | i
O=C1NCCCC1C(=O)N1CCN(C(=O)c2ccco2)CC1 (stereo not given) | i | i | i | i | i | i | i | i | i | i | i
O=C(NNC(=O)c1cccc2ccccc12)c1ccccc1O | i | i | i | i | i | i | i | i | i | i | i
Cc1ccccc1NCC(=O)N/N=C/c1c(C)c(C(=O)c2ccc(Cl)cc2)n2ccccc12 | i | i | i | i | i | i | i | i | i | i | i
COc1ccc(C(=O)N2CCN(C(=O)CC(C)C)CC2)cc1OC | i | i | i | i | i | i | i | i | i | i | i
CCOCCCNC(=S)NNC(=O)CCn1nc(C)c(Br)c1C | i | i | i | i | i | i | . | i | i | i | i
CCCCOc1ccc(C(=O)N(CC)CC(=O)NCc2cccs2)cc1 | i | i | i | i | i | i | i | i | i | i | i
CCCNC(=O)NC(=O)COc1ccc2oc3ccccc3c2c1 | i | i | i | i | i | i | i | i | i | i | i
COc1ccc(Cl)cc1N(CC(=O)NC1CC1)S(=O)(=O)c1ccc(C)c([N+](=O)[O-])c1 | i | i | i | i | i | i | i | i | i | i | i
Cc1cccc(N2CCN(C(=O)CNC(=O)c3cccc([N+](=O)[O-])c3)CC2)c1C | i | i | i | i | i | i | i | i | i | i | i
O=C(CN1CCCCC1)Nc1ccc(N2CCCCCC2)cc1 | i | i | i | i | i | i | i | i | i | -6.6* | i
Cc1ccc(Cl)cc1N1CCN(CC(=O)NC2CCCc3ccccc32)CC1 (stereo not given) | i | i | i | i | i | i | i | i | i | i | i
Cc1cc(C(=O)NC2CCCC2)c2ccccc2n1 | i | i | i | i | i | i | i | i | i | i | i
Cc1cccc(S(=O)(=O)c2c(N)n(-c3ccccc3)c3nc4ccccc4nc23)c1 | i | i | i | i | i | i | i | i | i | i | i
COc1cccc(C(=O)NCCS(=O)(=O)NC(C)CCc2ccccc2)c1 (stereo not given) | i | i | i | i | i | i | i | i | i | i | i
CCOc1ccc(N2CSC(=S)N(c3ccc(OCC)cc3)C2)cc1 | i | i | i | i | i | i | i | i | i | i | i
Cc1cccc2c1NC(=O)C21OCC(CO)([N+](=O)[O-])CO1 (stereo not given) | i | i | i | i | i | i | i | i | i | i | i
Cc1ccc(S(=O)(=O)N2CCCC2C(=O)OCc2nc3sc(C)c(C)c3c(=O)[nH]2)cc1 (stereo not given) | i | i | i | i | i | i | i | i | i | i | i
Nc1nc2ccccc2n1/N=C/c1ccc([N+](=O)[O-])s1 | i | i | i | i | i | i | i | i | i | i | i
Cc1ccc2oc(-c3ccco3)cc(=O)c2c1 | i | i | i | i | i | i | i | i | i | i | i
Cc1ccccc1C(OCC(O)CN1CCN(CCO)CC1)c1ccccc1 (stereo not given) | i | i | i | i | i | i | i | i | i | i | i
Oc1ccccc1C1OCC2(CO1)COC(c1ccccc1O)OC2 (stereo not given) | i | i | i | i | i | i | i | i | i | i | i
CCN(c1ccccc1)S(=O)(=O)c1ccc(Cl)c(NC(=O)CSc2nnc(C)s2)c1 | i | i | i | i | i | i | i | i | i | i | i
COc1cccc(/C=N/NC(=O)C(=O)NCc2cccnc2)c1OC | i | i | i | i | i | i | i | i | i | i | i

Other structures follow:
mol | TRPC6 act | TRPC4 PAM | TRPC4 agonist | ANO1 activ | MrgX1 allo act | MrgX1 antag | TRPC4 block | RGS4 block | ANO1 block | TRPC6 inh | MrgX1 ag
S=c1[nH]nc(-c2cccnc2)n1/N=C/C(Cl)=C\c1ccccc1 | i | i | i | i | i | i | i | i | i | i | i
CCOc1ccccc1CNCCOC | i | i | i | i | i | i | i | i | i | i | i
Cc1cc(C)c(S(C)(=O)=O)c(=O)[nH]1 | i | i | i | i | i | i | i | i | i | i | i
CCOC(=O)N1CCC(NC(=O)C2=C(C)C(=O)OC23CCC(C)CC3)CC1 (stereo not given) | i | i | i | i | i | i | i | i | i | i | i
Cc1cccc(OCC(=O)NCC(=O)N/N=C/c2cc(Br)ccc2OCc2ccccc2)c1 | i | i | i | i | i | i | i | i | i | i | i
CCOC(=O)C1CCN(C(=O)c2ccc(OCC(=O)Nc3ccc(OCC)cc3)c(OC)c2)CC1 | i | i | i | i | i | i | i | i | i | i | i
CCOc1ccc(S(=O)(=O)NCc2ccncc2)cc1NC(=O)c1ccccc1 | i | i | i | i | i | i | i | i | i | i | i
FC(F)C(F)(F)C1=CC(c2cccs2)=NCCN1 | i | i | i | i | i | i | i | i | i | i | i
CS(=O)(=O)N(CC(=O)NCCc1ccccc1)c1cccc([N+](=O)[O-])c1 | i | i | i | i | i | i | i | i | i | i | i
CCCCCc1c(O)nc(SCC(=O)NCC2CCCO2)[nH]c1=O (stereo not given) | i | i | i | i | i | i | i | i | i | i | i
CCOC(=O)c1cnc(-n2nc(C)cc2C)nc1N1CC(C)OC(C)C1 (stereo not given) | i | i | i | i | i | i | i | i | i | i | i
O=C(Cn1cnc2c(nnn2Cc2ccccc2F)c1=O)OCc1ccccc1 | i | i | i | i | i | i | i | i | i | i | i
Cc1ccc(S(=O)(=O)Nc2ccc(S(=O)(=O)NC(C)(C)C)cc2)cc1 | i | i | i | i | i | i | i | i | i | i | i
CCCCc1nnc(SCC(=O)Nc2nccs2)n1CC | i | i | i | i | i | i | i | i | i | i | i
CCOC(=O)c1c(-c2ccc(OC)cc2)csc1/N=C/N(C)C | i | i | i | i | i | i | i | i | i | i | i
O=C(COc1ccc2ccccc2c1Br)N1CCOCC1 | i | i | i | i | i | i | i | i | i | i | i
Nc1sc(-c2ccccc2)c(Cc2ccccc2)c1C(=O)O | i | i | i | i | i | i | i | i | i | i | i
Cc1cccc(C)c1OCC(=O)NCc1nnc(SCC(=O)NC2CCCCC2C)n1C (stereo not given) | i | i | i | i | i | i | i | i | i | i | i
O=C(N/N=C/c1ccco1)c1cc(-c2ccc(Br)s2)[nH]n1 | i | i | i | i | i | i | i | i | i | i | i
